# TRPC4 potent: allosteric potentiators of mouse TRPC4 channel; HEK293 TRPC4beta/mu-opioid, DAMGO EC20, Fluo-4 Ca2+ flux; hits give high values; B-score at 10 µM; 0.42% of 310,000 active; AID 2227;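 active = B-score of calcium response area above 5 SD of library B-scores, with initial fluorescence ratio within 5 SD of library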;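 also: B-score of integrated fluorescence ratio over time as area under calcium response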
# ANO1 block: inhibitors of mouse TMEM16A calcium-activated chloride channel; Q8BHY3; HEK293 TMEM16A/YFP iodide influx fluorescence, ionomycin; normalized B-score (activity score, 25-100; higher = stronger inhibition) at 10 µM; 1.2% of 310,000 active; AID 588511;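 active = ratio plate-corrected score three or more library SD toward inhibition, starting fluorescence score within five deviations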;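 also: score derived from kinetic fluorescence span divided by baseline fluorescence per well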
# SKKanGAS inh: blocks kanamycin growth of S. pyogenes SKKanGAS strain; BacTiter-Glo, 6 h; inhibition, % at 7.5 µM; 1.3% of 300,000 active; AID 1662;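 active = mean replicate score, as percent of positive control median, at least 50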;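 also: strain carries kanamycin resistance gene driven by streptokinase promoter and grows in 40 µg/ml kanamycin; loss of luminescence reflects streptokinase promoter inhibition or plain growth inhibition; 0% = median of DMSO wells and 100% = positive control at its reference dose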
# TRPC6 act: activates the mouse TRPC6 cation channel | HEK293-TRPC6 membrane potential dye fluorescence; hits give high values | B-score at 10 µM | 0.13% of 310,000 active;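 active = B-score of the integrated fluorescence ratio above library mean plus 3 SD, and starting fluorescence ratio within library mean plus 5 SD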;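 also: higher score means more depolarization so channel activation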
# Target sequence (Q61143 whole entry, looked up): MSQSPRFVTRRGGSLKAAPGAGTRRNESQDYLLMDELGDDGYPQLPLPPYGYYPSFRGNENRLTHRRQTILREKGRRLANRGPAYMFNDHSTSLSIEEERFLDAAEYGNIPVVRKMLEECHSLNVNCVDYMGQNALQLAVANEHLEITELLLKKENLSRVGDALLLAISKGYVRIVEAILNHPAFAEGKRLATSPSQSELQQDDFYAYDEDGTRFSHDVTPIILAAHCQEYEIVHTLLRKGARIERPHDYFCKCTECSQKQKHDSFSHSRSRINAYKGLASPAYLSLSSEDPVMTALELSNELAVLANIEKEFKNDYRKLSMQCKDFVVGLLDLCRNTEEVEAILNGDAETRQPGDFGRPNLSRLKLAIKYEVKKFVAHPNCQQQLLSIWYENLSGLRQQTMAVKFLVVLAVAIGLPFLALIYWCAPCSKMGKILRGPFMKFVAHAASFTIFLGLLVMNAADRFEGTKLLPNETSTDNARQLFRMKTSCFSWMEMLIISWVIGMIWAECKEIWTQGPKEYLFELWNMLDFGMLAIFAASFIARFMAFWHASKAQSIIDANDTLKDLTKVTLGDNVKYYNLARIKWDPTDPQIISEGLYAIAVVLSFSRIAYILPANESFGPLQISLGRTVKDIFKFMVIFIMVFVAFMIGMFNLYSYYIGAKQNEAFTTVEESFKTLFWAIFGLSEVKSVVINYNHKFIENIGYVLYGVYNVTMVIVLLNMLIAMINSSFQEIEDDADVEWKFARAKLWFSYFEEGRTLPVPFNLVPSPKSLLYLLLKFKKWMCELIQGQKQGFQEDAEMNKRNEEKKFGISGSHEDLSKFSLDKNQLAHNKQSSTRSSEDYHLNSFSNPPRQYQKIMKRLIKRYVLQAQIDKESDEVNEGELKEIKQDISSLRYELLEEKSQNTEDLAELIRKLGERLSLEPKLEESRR
# TRPC6 inhibitor: inhibitors of mouse TRPC6 channel. Q61143. HEK293-TRPC6, membrane potential dye, ACh-evoked depolarization; hits give low values. B-score at 10 µM. 1.1% of 310,000 active;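 active = B-score under library mean minus 3 SD, initial fluorescence not abnormally high, positive integrated signal ratio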;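 also: B-score derived from integrated fluorescence ratio over the kinetic read; more negative B-score means stronger inhibition of depolarization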
# ANO1 activ: activators or potentiators of mouse TMEM16A chloride channel. HEK293 TMEM16A/YFP-H148Q/I152L, iodide quench fluorescence; hits give low values. B-score at 10 µM. 0.3% of 340,000 active. AID 623877;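 active = fluorescence-ratio B-score plate-corrected deviation score at least 3 library SD below zero, with starting fluorescence score within 5 deviations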;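 also: channel opened by trigger with iodide after compound preincubation; score built on the fluorescence ratio of max minus min over baseline; more negative score means more quench and so TMEM16A activation or potentiation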
# MrgX1 allo act: allosterically activates human MrgX1 receptor signaling; Q96LB2; MrgX1-HEK293, Fluo-4 calcium flux, FDSS; hits give high values; B-score at 10 µM; 0.63% of 310,000 active;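 active = plate-corrected calcium response at least 3 library SD above typical, normal starting fluorescence, not activating the receptor alone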;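 also: compound read alongside a low EC10 to EC30 dose of BAM8-22 agonist; peak minus trough fluorescence over baseline measured at the second addition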
# MrgX1 agonist: human MrgX1 receptor agonism, primary screen; B-score at 10 µM; MrgX1-HEK293 cells, Fluo-4 calcium fluorescence, agonist mode; hits give high values; Q96LB2; 0.44% of 310,000 active; AID 588627;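 active = calcium response B-score plate-corrected fluorescence ratio at least 3 library SD, with starting fluorescence B-score inside 5 SD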
#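 Test system: Stable human MrgX1 HEK293 cell line | Schedule: Overnight plating before 1 h dye loading | Read-out basis: Baseline-normalised fluorescence change ratio, B-scored | Detection: Kinetic calcium dye fluorescence, Fluo-4 NW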
# TRPC4 act: opens the mouse TRPC4 cation channel. Q9QUQ5. 0.49% of 310,000 active. HEK293 TRPC4beta/mu-opioid, Fluo4 calcium fluorescence; hits give high values. B-score at 10 µM;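 active = B-score above 5 SD of library B-scores, and initial fluorescence ratio not above library mean plus 5 SD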;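 also: positive B-score marks a calcium rise read as TRPC4 activation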
#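 Incubation: 45 min room-temperature Fluo4 loading, 110 s read / System: HEK293 cells stably co-expressing mouse TRPC4beta and mu-opioid receptor / Signal: Fluo4 fluorescence, kinetic / Control set: buffer (low) and maximal DAMGO (high) / Measure: integrated baseline-normalised fluorescence ratio, converted to per-well B score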
# MrgX1 antagonist: antagonists of human MrgX1 receptor; Q96LB2; MRGX1-HEK293 calcium flux, Fluo-4, BAM8-22 antagonism; hits give low values; B-score at 10 µM; 1.3% of 310,000 active;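 active = calcium-response B-score plate-corrected more than 3 library SD below zero, starting fluorescence within 5 deviations, no agonist response on first addition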;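 also: peak minus trough fluorescence over baseline after final BAM8-22 challenge near maximal dose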
# TRPC4 inh: inhibitors of mouse TRPC4 channel. Q9QUQ5. HEK293 TRPC4beta/mu-opioid, DAMGO-evoked Fluo4 calcium flux; hits give low values. B-score at 10 µM. 0.39% of 300,000 active. AID 2247;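 active = B-score over 3 SD under the library average, no early fluorescence shift, positive overall ratio signal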
#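 Assay system: HEK293 cells with stable TRPC4beta plus mu-opioid receptor expression; Probe or stimulus: DAMGO in two steps, submaximal then maximal; Dosing: single-point compound dosing; Measured by: Fluo4 calcium-dye fluorescence, kinetic read; Read-out basis: B score from integrated Fluo4 fluorescence ratio.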
# The depositor's hits bear a star; i = inactive; / = not tested or not shown.
SMILES,TRPC4 potent,ANO1 block,SKKanGAS inh,TRPC6 act,TRPC6 inhibitor,ANO1 activ,MrgX1 allo act,MrgX1 agonist,TRPC4 act,MrgX1 antagonist,TRPC4 inh
CCC(CO)N=CC1=C(O)C(C(=O)c2ccccc2)CCC1=O (stereo unspecified),/,i,/,/,/,i,i,i,/,i,/
O=c1cc(N2CCCC2)[nH]c(=O)n1-c1ccc(Cl)cc1,i,i,0.7,i,i,i,i,i,i,i,i
Cc1ccc(-c2nnc(SCC(N)=O)nc2-c2ccc(C)cc2)cc1,i,i,10.0,i,i,i,i,i,i,i,i
O=C(NC(=S)Nc1ccc(Cl)cn1)c1cc([N+](=O)[O-])ccc1N1CCOCC1,i,i,6.5,i,i,i,i,i,i,i,i
CC(C)N1CCN(C2CSCCSC2)CC1CCO (stereo unspecified),i,i,-2.5,i,i,i,i,i,i,i,i
Nc1c(NCCN2CCCCC2)c2ccccc2oc1=O,i,i,2.6,i,i,i,i,i,i,i,i
COCCSc1ccccc1C(=O)Nc1cc(C)cc(C)c1,i,i,-6.8,i,i,i,i,i,i,i,i
C(/C=C/c1ccccc1)=N/N1CCN(c2ccccc2)CC1,i,25*,-4.7,i,i,i,i,i,i,i,i
Cc1ccc(NC(=O)COC(=O)C(NS(=O)(=O)c2ccc(Cl)cc2)C(C)O)cc1C (stereo unspecified),i,i,6.9,i,i,i,i,i,i,i,i
CC1CCCC(NC(=O)COC(=O)/C=C/c2ccc(S(=O)(=O)N3CCOCC3)cc2)C1C (stereo unspecified),i,i,-1.4,i,i,i,i,i,i,i,i
O=C(NCc1ccccn1)Nc1ccc2c(c1)OCO2,i,i,-4.0,i,i,i,i,i,i,i,i
CCn1c(SCC(=O)Nc2ccc(OC)c(OC)c2)nnc1-c1cccs1,i,i,-17.0,i,i,i,i,i,i,i,i
CCOc1ccc(C(=O)Nc2ccc(Cc3ccncc3)cc2)cc1Br,i,i,-10.4,i,i,i,i,i,i,i,i
CCCn1c(=O)c(Cc2ccccc2)c(O)c2ccccc21,i,i,8.3,i,i,i,i,i,i,i,i
CCCOc1ccc(C(=O)NC2CCSc3ccccc32)cc1 (stereo unspecified),i,i,4.6,i,i,i,i,i,i,i,i
COCCCNC(=O)CN(CCc1ccccc1)S(=O)(=O)c1ccc(C)cc1,i,i,-2.3,i,i,i,i,i,i,i,i
NNC(=O)CSc1nc(-c2ccccc2)cn1-c1ccccc1,i,i,5.9,i,i,i,i,i,i,i,i
CCOCCCNC(=S)N1C2CCC1CC(NC(=O)NC13CC4CC(CC(C4)C1)C3)C2 (stereo unspecified),i,i,-8.3,i,i,i,i,i,i,i,i
Cn1c(=O)c2c(SCc3c(F)cccc3Cl)nc(CC(C)(C)C)nc2n(C)c1=O,i,i,-2.4,i,i,i,i,i,i,i,i
CCc1n[nH]c(=S)n1/N=C/C(C)=C\c1ccccc1,i,i,6.9,i,i,i,6.61*,i,i,i,i
COc1cccc(CNC(=O)c2cnc(-c3ccccn3)nc2C(F)(F)F)c1,i,i,-5.3,i,i,i,i,i,i,i,i
CCOC(=O)Cn1c(CN2CCOCC2)nc2c1c(=O)n(C)c(=O)n2C,i,i,2.1,i,i,i,i,i,i,i,i
CCCc1nnc(NC(=O)Cn2c(=O)sc3ccccc32)s1,i,i,6.8,i,i,i,i,i,i,i,i
CCN1CCN(C(=O)C2CCCN(S(=O)(=O)c3cc(Cl)ccc3Cl)C2)CC1 (stereo unspecified),i,i,-6.1,i,i,i,i,i,i,i,i
C/C(=C\C(=O)C(F)(F)F)Nc1ccc(C(F)(F)F)cc1,i,i,-0.3,i,i,i,i,i,i,i,i
# The list goes on:
SMILES,TRPC4 potent,ANO1 block,SKKanGAS inh,TRPC6 act,TRPC6 inhibitor,ANO1 activ,MrgX1 allo act,MrgX1 agonist,TRPC4 act,MrgX1 antagonist,TRPC4 inh
COc1ccccc1CNC(=O)CN1CCN(S(=O)(=O)c2cccs2)CC1,i,i,-21.5,i,i,i,i,i,i,i,i
COc1ccc(OC)c(C(=O)c2ccc(C(=O)Nc3ccc(NC(C)=O)cc3)cc2)c1,i,i,2.2,i,i,i,i,i,i,i,i
CCN(CC)CCNC(=O)c1ccc2c(=O)n(C3CCCC3)c(=S)[nH]c2c1,i,i,2.0,i,-6.76*,i,i,i,i,i,i
Cc1ccc(NC(=O)NNC(=O)c2ccccc2)cc1,i,i,-0.3,i,i,i,i,i,i,i,i
COc1ccccc1NC(=O)CCC(=O)OC(C)C(=O)c1ccccc1 (stereo unspecified),i,i,-5.4,i,i,i,i,i,i,i,i
CSc1ccc(/C=N/n2c(C)nc3ccccc3c2=O)cc1,i,/,-6.7,i,i,i,/,/,i,/,i
Cc1ccc(C(=O)NCC(=O)NC2CCCCCC2)cc1,i,i,1.8,i,i,i,i,i,i,i,i
COc1ccccc1/C=C/C(=O)OCC(=O)c1c(N)n(C)c(=O)n(C)c1=O,i,i,6.4,i,i,i,i,i,i,i,i
CCN(CCn1cccn1)C(=O)CCc1nnc(-c2ccc3c(c2)OCO3)o1,i,i,-20.3,i,i,i,i,i,i,i,i
C=CCn1c(SCC(=O)Nc2cc(C)c(Cl)cc2OC)nnc1-c1ccco1,i,i,/,i,i,i,i,i,i,i,i
CN(C)CCNc1oc(COc2ccc(Cl)cc2Cl)nc1C#N,i,i,0.2,i,i,i,i,i,i,-6.54*,i
O=C(Nc1ccccc1C(F)(F)F)N1CCN(c2ccccn2)CC1,i,i,-2.2,i,i,i,i,i,i,i,i
C=C(C(=O)c1ccccc1)C(c1ccccc1)C(C)C(=O)c1ccccc1 (stereo unspecified),i,i,18.6,i,i,i,i,i,i,i,i
COc1ccc(C(c2sc3nc(C)nn3c2O)N2CC(C)OC(C)C2)cc1OC (stereo unspecified),i,i,4.8,i,i,i,i,i,i,i,i
CC(=O)c1ccc(NC(=O)CSc2nnc(-c3ccncc3)o2)cc1,i,i,-19.4,i,i,i,i,i,i,i,i
COc1ccc(NC(=O)CCCn2c(=S)[nH]c3ccccc3c2=O)cc1,i,i,-3.8,i,i,i,i,i,i,i,i
CC1CCN(C(=O)CN(CCc2ccccc2)S(C)(=O)=O)CC1,i,i,-3.7,i,i,i,i,i,i,i,i
O=C(NCc1ccc(Cl)cc1)c1ccccc1Oc1ccccc1,i,100*,20.0,i,i,i,i,i,i,i,i
COc1ccc(N2CCN(C(=O)COC(=O)CCc3ccccc3OC)CC2)cc1,i,i,0.0,i,i,i,i,i,i,i,i
NC(=O)CC[C@@H]1NC(=O)[C@H](CO)NC(=O)c2cc([N+](=O)[O-])cc(I)c2NCC[C@@H](C(N)=O)NC(=O)[C@H](Cc2ccc(O)cc2)NC1=O,i,i,1.1,i,i,/,i,i,i,i,i
COc1ccccc1NC(=O)c1nnn(CC(=O)Nc2cccc(SC)c2)c1N,i,i,4.1,i,i,i,i,i,i,i,i
COc1cccc(-n2c(SC)nnc2-c2cnccn2)c1,i,i,-0.3,i,i,i,i,i,i,i,i
CC(C)NC(=O)c1ccccc1-c1nc(-c2ccccc2Cl)no1,i,i,-1.9,i,i,i,i,i,i,i,i
CCOC(=O)c1cccc(NC(=O)C2CCC(CNc3c(N4CCOCC4)c(=O)c3=O)CC2)c1 (stereo unspecified),i,i,-1.6,i,i,i,i,i,i,i,i
CCOCCCNC(=O)CN1C(=O)/C(=C/c2ccccc2)Sc2ccccc21,i,i,3.6,i,i,i,i,i,i,i,i
# (listing goes on)
SMILES,TRPC4 potent,ANO1 block,SKKanGAS inh,TRPC6 act,TRPC6 inhibitor,ANO1 activ,MrgX1 allo act,MrgX1 agonist,TRPC4 act,MrgX1 antagonist,TRPC4 inh
C=CCSc1n[nH]c(-c2ccccc2)n1,i,i,-0.4,i,i,i,i,i,i,i,i
COc1ccc(CN2CCN(C(=O)c3cccc4ccccc34)CC2)cc1Br,i,i,3.7,i,i,i,i,i,i,i,i
Cc1ccc2nc(-c3ccc(O)cc3)c(Nc3ccc4c(c3)OCCO4)n2c1,i,i,1.8,i,i,i,i,i,i,i,i
Cc1ccc([N+](=O)[O-])cc1Nc1nc(N2CCOCC2)nc(N2CCOCC2)n1,i,i,-13.4,i,i,i,i,i,i,i,i
Cc1ccccc1N(CC(=O)NCc1ccco1)C(=O)CNS(=O)(=O)c1ccc(F)cc1,i,i,-2.1,i,i,i,i,i,i,i,i
C=CCOc1ccc(/C=C/C(=O)OCC(=O)NC2CCCCCCC2)cc1,i,i,5.8,i,i,i,i,i,i,i,i
Cc1nn(Cc2ccccc2)c(C)c1NC(=O)CSc1nc(-c2ccccc2)nc2c1cnn2-c1ccccc1,i,/,-2.8,i,i,i,/,/,i,/,i
CCc1ccccc1NC(=O)N[C@H](C(=O)O)C(C)C,i,i,2.8,i,i,i,i,i,i,i,i
COC(=O)CNC(=O)CN1C(=O)N(c2ccc(Cl)cc2)C(N(O)C(=O)Nc2ccc(Cl)cc2)C1(C)C (stereo unspecified),i,i,-0.2,i,i,i,i,i,i,i,i
CC1CN(C(=O)CSc2nnc(-c3ccc(Cl)cc3)n2C)CC(C)O1 (stereo unspecified),i,i,-0.9,i,-5.15*,i,i,i,i,i,i
CCCCn1c(N)c(N(CC)C(=O)c2cc(S(=O)(=O)N3CCN(CC)CC3)ccc2Cl)c(=O)[nH]c1=O,i,i,/,i,i,i,i,i,i,i,i
O=C(Nc1nncs1)c1ccc(N2C(=O)C3C4C=CC(C4)C3C2=O)cc1 (stereo unspecified),i,i,-7.2,i,i,i,i,i,i,i,i
COc1cccc(C(=O)N/N=C(\CC(C)C)c2ccccc2)c1,i,i,4.6,i,i,i,i,i,i,i,i
O=C(Nc1cccc(O)c1)c1ccc([N+](=O)[O-])cc1Cl,i,i,-2.1,i,i,i,i,i,i,i,i
Cc1cc(C)c(S(=O)(=O)N2CCOCC2)cc1NS(=O)(=O)c1cc(OCC(N)=O)c(C)cc1Cl,i,i,-16.8,i,i,i,i,i,i,i,i
Cc1cccc(OCc2nnc(SCC(=O)N3c4ccccc4CC3C)n2C)c1C (stereo unspecified),i,i,28.0,i,i,i,i,i,i,i,i

# Shown as a hit in MrgX1 antagonist (from the list above):
SMILES	TRPC4 potent	TRPC6 act	ANO1 activ	MrgX1 antagonist	TRPC4 inh
CN(C)CCNc1oc(COc2ccc(Cl)cc2Cl)nc1C#N	i	i	i	-6.54*	i

# Screens from PubChem.
